H69AR inhibit = proliferation blockers of H69AR lung cancer cells, primary screen, cell-based, human, 86K library; H69AR lung tumor viability, ATP luminescence, 72 h; active compounds read low; viability, % at 10 µM; 6% of 85,000 active;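 active = viability at or below 40%; inactive = viability above 40%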;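 also: multidrug resistant small cell line overexpressing MRP-1 efflux transporter; 100% = mean luminescence of untreated control wells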
S1P2 agonist = S1P2 receptor agonists, primary screen, cell-based | 0.46% of 97,000 active | activation, % at 4.5 µM | S1P2-expressing cell line, agonist reporter read-out | Sphingosine 1-phosphate receptor 2 (Homo sapiens), O95136 | AID 729, 2007; in the data active = activation above about 16%;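 also: 0% = vehicle low control and 100% = maximal reference agonist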
LYP act = LYP phosphatase activators, primary screen, biochemical, DiFMUP fluorescence, 2 µM | Tyrosine-protein phosphatase non-receptor type 22 (Homo sapiens), Q9Y2R2 | recombinant LYP; 0 = plate median, 100 = signal doubled | activation, % at 2 µM | 0.11% of 96,000 active | AID 697, 2007;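 active = activation at 2 µM above a set limit, the mean plus 5 SD, cut at about 37% in these data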
Target sequence (Q9Y2R2 whole entry, looked up): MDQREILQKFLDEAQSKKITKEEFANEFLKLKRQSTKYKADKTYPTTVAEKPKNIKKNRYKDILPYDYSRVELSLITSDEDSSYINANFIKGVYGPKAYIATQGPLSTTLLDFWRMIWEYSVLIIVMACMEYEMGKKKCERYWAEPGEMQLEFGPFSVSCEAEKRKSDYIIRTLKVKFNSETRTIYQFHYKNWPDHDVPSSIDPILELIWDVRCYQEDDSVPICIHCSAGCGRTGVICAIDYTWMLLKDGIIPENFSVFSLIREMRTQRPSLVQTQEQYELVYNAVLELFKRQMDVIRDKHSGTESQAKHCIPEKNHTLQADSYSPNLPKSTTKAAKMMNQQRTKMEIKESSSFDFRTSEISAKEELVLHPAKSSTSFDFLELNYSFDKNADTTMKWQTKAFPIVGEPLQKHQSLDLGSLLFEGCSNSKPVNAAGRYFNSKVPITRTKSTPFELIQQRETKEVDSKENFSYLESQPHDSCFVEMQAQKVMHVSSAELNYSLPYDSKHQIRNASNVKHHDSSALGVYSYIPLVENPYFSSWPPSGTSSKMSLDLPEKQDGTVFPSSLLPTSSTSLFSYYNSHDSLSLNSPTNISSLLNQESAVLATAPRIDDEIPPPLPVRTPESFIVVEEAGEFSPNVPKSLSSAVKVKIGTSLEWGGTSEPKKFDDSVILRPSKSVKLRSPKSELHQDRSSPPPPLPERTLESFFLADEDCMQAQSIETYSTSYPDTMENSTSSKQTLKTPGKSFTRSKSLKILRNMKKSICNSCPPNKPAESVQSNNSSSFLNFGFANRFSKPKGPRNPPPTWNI
sEH activator = soluble epoxide hydrolase activators, primary screen, biochemical, human sEH; Bifunctional epoxide hydrolase 2 (Homo sapiens), P34913; purified human sEH enzymatic activity, activator screen; activation, % at 2 µM; 0.04% of 91,000 active; AID 717, 2007; in the data active = activation above about 37%; also: values of inactives mirror those of a sister screen read the other way
sEH inh = soluble epoxide hydrolase inhibitors, primary screen, biochemical, human sEH; inhibition, % at 2 µM; recombinant human sEH enzymatic activity assay; 0.34% of 91,000 active; Bifunctional epoxide hydrolase 2 (Homo sapiens), P34913; in the data active = inhibition above about 80%; also: values of inactives mirror those of a sister screen read the other way; many of its hits are not listed in these tables
S1P2 blocker = human S1P2 receptor antagonists, primary screen, cell-based | cell-based S1P2 antagonist assay, inhibition at 5 uM | inhibition, % at 5 µM | 0.21% of 97,000 active | AID 736, 2007; in the data active = inhibition above about 45%;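 also: CRE beta-lactamase reporter cells expressing human S1P2 stimulated with S1P; 0% = agonist at EC80 alone and 100% = agonist plus reference antagonist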
PostGolgi ctrl = growth inhibition of yeast control strain, primary screen, counter-screen for post-Golgi transport modulator project | 5% of 98,000 active | efflux-deficient yeast background strain, growth absorbance A615, 16 h | inhibition, % at 10 µM; in the data active = inhibition above about 30%
HUVEC inhibit = inhibitors of HUVEC proliferation, primary screen, cell-based, 384-well. CellTiter-Glo luminescence, 72 h; active compounds read low. viability, % at 10 µM (by protocol). 1.1% of 86,000 active. AID 648, 2007;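 active = viability at or below 30%; inactive = viability above 30%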;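 also: 100% = median luminescence of DMSO-only cell control wells on each plate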
Fibroblast inh = antiproliferative effect on LL 47 fibroblasts – human, LL 47 cells, CellTiter-Glo luminescence, primary screen. LL 47 human lung fibroblast viability, ATP luminescence; active compounds read low. viability, % at 10 µM. 1.1% of 85,000 active. AID 719, 2007;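 active = viability at or below 50% in the single dose screen; inactive = viability above 50%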;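 also: compound exposure lasted 72 h before the ATP readout; 100% = median luminescence of untreated cell-only wells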
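Benchmarks: Cell-only wells, no compound | Test system: LL 47 human lung fibroblasts, passage 12 or lower | Input: 1,150 cells/well | Measured by: CellTiter-Glo luminescence measuring cellular ATP | Medium: IMEM, 15% FBS supplement | Schedule: Overnight attachment after seeding, then 72 h compound exposure at 37 °C | Doses: Compound addition at 0.1% DMSO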
An asterisk follows results filed as active; x = no result given. An excerpt, so the mix of outcomes need not match the whole.

molecule	H69AR inhibit	S1P2 agonist	LYP act	sEH activator	sEH inh	S1P2 blocker	PostGolgi ctrl	HUVEC inhibit	Fibroblast inh
CC(=O)c1cccc(NC(=O)CSc2nnc(-c3cccnc3)o2)c1	95	-7	-3	-2	3	13	x	96	94
COC(=O)c1c(N)n(-c2cc(OC)cc(OC)c2)c2nc3ccccc3nc12	67	3	-1	19	-18	-31	x	58	103
O=C(CCN1C(=O)c2ccccc2C1=O)N1CCN(C(=O)c2ccccc2)CC1	100	-3	2	6	-8	-19	2	103	101
CCOC(=O)c1ccccc1NC(=O)c1cc2sccc2n1C	90	-2	6	7	-6	-11	2	99	102
O=C(O)CN1CCNCC1	103	-4	3	9	-9	15	1	96	102
CCNc1nc(NCC)nc(SCCOC(=O)Nc2ccccc2)n1	70	-3	5	16	-13	-28	x	90	94
O=C1C2CCCN2C(c2ccccc2F)N1c1ccc(F)cc1 (configuration not stated)	100	-5	10	x	x	-1	7	97	103
Cc1cccc(C(=O)NC2CCN(C(=O)N3CCOCC3)CC2)c1	79	0	-8	2	0	6	5	96	106
CC(C)CC1C(C#N)=C(N)Oc2n[nH]c(-c3ccccc3)c21 (configuration not stated)	88	-2	-4	4	-1	-6	x	100	113
COc1ccc2nc(N)sc2c1	91	-3	11	x	x	16	4	77	91
CC(C)c1ccc(C(=O)NCCCc2ccccc2)cc1	95	-2	3	-76	76	-11	-2	93	99
O=C(NC(=S)NCCN1CCOCC1)c1ccc(Cl)cc1Cl	x	-5	-1	3	0	-17	-12	x	x
Cc1ccccc1Nc1nc(N)nc(CSc2nnc3sc4ccccc4n23)n1	60	2	-8	15	-16	5	1	98	91
CCN(CC)CCNC(=O)C1c2ccccc2C(=O)N(CCOC)C1c1ccc(F)cc1 (configuration not stated)	93	-4	-1	-5	8	-4	1	97	102
CC(=NC1CC1)C1=C(O)c2ccccc2C1=O	96	-1	-2	-7	4	5	4	101	104
COc1ccc(-c2cc(-c3cc(F)ccc3O)[nH]n2)cc1OC	52	-1	5	-5	5	21	30*	44	78
CC(=O)OC(Cn1nc(C)cc1C)c1ccccc1 (configuration not stated)	98	-3	-3	12	-13	5	10	102	101
Cc1nnc(SCc2ccon2)n1-c1ccccc1	x	-4	-10	2	-3	-4	x	x	x
CCOC(=O)c1c(-c2ccc(C)o2)csc1N	95	0	-4	9	-9	-2	-9	97	96
COC(=O)c1cc(NS(=O)(=O)c2ccc(N3CCCCCC3)c([N+](=O)[O-])c2)cc(C(=O)OC)c1	x	-4	-2	7	-4	13	18	x	x
COc1ccc(/C=N/NC(=O)c2nc(Cl)c(Cl)c(N)c2Cl)cc1COc1ccc(F)cc1F	x	1	0	14	-12	-8	10	x	x
CCCc1nc(NC2CCCCC2)c(C#N)c2c1COC(C)(C)C2	51	-6	-6	-7	7	-6	6	83	94
COc1ccccc1OCCCn1c(=O)oc2ccccc21	86	-2	3	-4	2	-9	5	90	102
CCOc1ccc2nc(NC(=O)CCn3cccc3)sc2c1	x	-2	2	x	x	6	-5	x	x
Cn1c(=O)oc2cc(S(=O)(=O)Nc3ccc4c(c3)OCCO4)ccc21	100	-5	13	2	0	1	0	93	96
COc1ccccc1N1CCN(C(=O)c2c(-c3c(Cl)cccc3Cl)noc2C)CC1	91	-10	-4	7	-6	13	5	85	101
Cc1ccc(S(=O)(=O)N(CC(=O)N/N=C/c2ccc(F)cc2)c2cccc3cccnc23)cc1	x	-4	2	6	-6	23	7	x	x
COc1ccc2[nH]c3c(=O)n(CCCCC(=O)NCCN4CCCC4)c(=S)[nH]c3c2c1	97	-8	-17	-1	1	12	7	102	114
CCC(C)[C@H](N)c1nnc(SCC(=O)Nc2cccc(Cl)c2)o1 (some centres not stated)	98	-6	4	0	1	11	8	85	98
Nc1ncnc2c1cnn2-c1ccccc1	90	-7	5	6	-7	-11	-4	83	91
Cc1onc(-c2ccccc2)c1C(=O)NCc1cccnc1	98	x	x	x	x	x	2	92	102
Cc1ccccc1CSc1nncn1N	84	-5	-9	1	-4	12	19	85	85
O=S1(=O)CC=C(CSc2nc3ccccc3[nH]2)C1	102	-4	-1	13	-13	16	-2	88	102
O=C(NCc1ccc2c(c1)OCO2)C1CCN(c2ccc(S(=O)(=O)N3CCCC3)cc2)CC1	x	0	3	-86	86*	5	-3	x	x
CCCc1ccc(OCCNC(C)=O)cc1	99	-10	-5	0	2	9	4	83	91
CN(C(=O)c1ccc(S(=O)(=O)NC2CCCC2)cc1)C1CCCCC1	84	-2	-9	-13	14	0	11	101	104
CC1=C(C(=O)N2CCOCC2)C(c2ccsc2)C2=C(CCCC2=O)N1 (configuration not stated)	99	-5	12	4	0	2	5	94	94
COc1ccc(N/N=C(\C=N\O)C(=O)c2ccc(OC)cc2)cc1	26*	4	0	2	-4	-14	35*	38*	53
O=C(CSc1nnc(-c2ccco2)n1Cc1ccco1)NCc1ccccc1	88	-5	-3	-11	9	-12	2	90	105
CC(C)(C)n1nnnc1C(c1ccncc1)N1CCN(C2CCCCC2)CC1 (configuration not stated)	97	-9	6	x	x	15	-5	98	113
COc1ccc(NC(=O)Nc2ccccc2C(=O)N2CCCC2)cc1	87	-3	1	0	4	-12	15	103	103
c1ccc(CNn2c(N3CCOCC3)nc3ccccc32)cc1	97	-1	4	5	-5	1	-2	100	101
COC(=O)c1ccc(CN(c2ccccn2)S(=O)(=O)c2ccccc2)cc1	94	-8	-7	-19	19	14	3	94	94
Cc1cccc(S(=O)(=O)c2c(N)n(/N=C/c3ccccc3)c3nc4ccccc4nc23)c1	44	-5	-10	6	-9	4	12	99	93
Cc1ccc(-n2c(Cc3ccccc3)nnc2SCC(=O)NNC(=O)Cc2ccccc2)cc1	x	-6	0	-11	13	-9	-9	x	x
COc1ccc(S(=O)(=O)N2CCC(C(=O)NCC3CCCO3)CC2)cc1C (configuration not stated)	96	-4	3	2	-2	11	4	105	105
Nc1ccc2nc(-c3ccccc3)sc2c1	86	-1	13	-4	2	-8	2	64	87
COc1ccccc1C(c1nnnn1Cc1ccccc1)N1CCN(C2CCCC2)CC1 (configuration not stated)	76	2	-2	-5	3	11	x	88	90
Cc1cc2nc(SCCOC(=O)Nc3ccc(Cl)cc3)nc(C)c2cc1C	x	-1	-11	18	-15	-1	15	x	x
COc1cc(C2/C(=C(\O)c3ccc4c(c3)CC(C)O4)C(=O)C(=O)N2CCCn2ccnc2)ccc1O (configuration not stated)	92	1	-6	-10	12	-25	3	102	96
COc1ccccc1Nc1cc(C(=O)NCCCN2CCOCC2)c2ccccc2n1	97	-4	4	-6	8	19	27	84	95
CCOCCc1nnc(N)s1	100	-4	0	1	-4	-35	6	97	105
CCC(C)NC(=O)C(Cc1ccccc1)NS(=O)(=O)c1cccc2nsnc12 (configuration not stated)	94	-3	11	-3	5	-3	6	97	104
O=C(CSc1nnnn1C1CCCCC1)NCc1cccc(C(=O)O)c1	89	-6	16	7	-9	-1	-1	99	90
CCOC(=O)c1c(C)oc2cc(Br)c(OC(=O)N3CCOCC3)cc12	73	-2	12	-3	2	-23	1	97	90
Cc1cc(N=Cc2c(O)ccc3ccccc23)no1	78	-5	5	10	-10	-2	-1	107	101
CCOc1ccc(N(CC(=O)NCc2ccccc2)S(C)(=O)=O)cc1	84	x	x	x	x	x	-4	93	89
CCCOc1ccc(NC(=O)C2CC(=O)N(C(C)C)C2)cc1 (configuration not stated)	114	-5	-4	-2	3	25	17	94	100
COc1ccccc1NC(=O)CSc1nnc(-c2ccco2)o1	92	-6	-6	1	-1	6	13	94	100
O=C1NCCN1C(=O)N(c1ccccc1)c1ccccc1	103	-4	3	14	-15	1	6	103	113

Carrying on:
molecule	H69AR inhibit	S1P2 agonist	LYP act	sEH activator	sEH inh	S1P2 blocker	PostGolgi ctrl	HUVEC inhibit	Fibroblast inh
Cn1c(=O)c2cc(S(=O)(=O)NC(C(=O)Nc3cccc(F)c3)c3ccccc3)ccc2n(C)c1=O (configuration not stated)	89	-7	3	11	-12	11	18	86	87
CCn1cc(C(=O)NCCc2ccccc2)c(=O)c2cc(F)c(N3CCN(C)CC3)cc21	42	-6	-6	11	-9	16	-4	17*	79
COc1ccccc1NC(=O)COc1ccc(/C=N/n2cnnc2)cc1OC	87	-3	10	-10	8	4	16	96	103
CCN1CCN(CCNC(=O)c2cn(Cc3ccccc3F)nn2)CC1	x	-1	-8	0	-2	-28	0	x	x
CCc1ccc(NC(=O)CSc2nc3n[nH]c(C)c3c(=N)n2-c2cccc(OC)c2)cc1	10*	-4	-9	-1	2	-6	x	64	60
O=S(=O)(Nc1ccc(O)c(CN2CCCCC2)c1)c1ccccc1	101	-5	8	5	-7	17	4	84	94
CCNC(=S)Nc1ccc(Oc2ccccc2)cc1	x	-6	8	-9	8	16	x	x	x
O=C(O)C1CCC(=O)N1Cc1ccccc1Cl (configuration not stated)	101	x	x	x	x	x	30*	99	101
Cc1cc(C(=O)COC(=O)C2COc3ccccc3O2)c(C)n1CC1CCCO1 (configuration not stated)	83	-4	2	-2	0	21	5	112	x
CCc1ccccc1NC(=O)CSc1nc2ccccc2n1CC(=O)N(C)C	85	x	x	x	x	x	3	101	106
CCOc1cc(CO)ccc1OCC(=O)N1CCCCC1	104	-2	-3	-6	6	10	-6	103	100
COc1cc(C(=O)N2CCN(Cc3ccccc3C(F)(F)F)CC2)cc(OC)c1OC	77	-4	9	6	-8	1	11	84	87
Cc1ccsc1C(=O)OCC(=O)Nc1sccc1C(N)=O	66	-4	6	13	-13	6	19	92	115
CC(C)CCNC(=O)NC(=O)COc1ccccc1C#N	119	-1	-8	4	-5	15	9	100	84
CC1CCCN(c2nc3c(c(=O)[nH]c(=O)n3C)n2Cc2ccccc2Cl)C1 (configuration not stated)	x	-8	-7	6	-6	-4	34*	x	x
COc1ccc(NCc2nnc(SCC(=O)N3CCCc4ccccc43)o2)cc1	84	-10	-1	3	-5	-12	0	104	100
CC1(C)OC(=O)N(c2cccnc2)C1(C)O (configuration not stated)	84	-6	1	-15	14	10	1	104	96
Cc1cc(NC(=O)CC(C)(C)C)nc2c1c(=O)oc1ccccc12	56	-2	0	-6	7	0	x	87	88
Cc1ccc(NC(=O)CN2CCN(CCN=CC3=C(O)CC(C)(C)CC3=O)CC2)cc1	98	-4	6	-47	47	-5	0	94	94
CCC(=O)Nc1nc(C)c(C(=O)N2CCCCC2)s1	108	-5	-2	x	x	4	1	97	105
Cc1ccc(NC(=O)CN2CCC3(O)CCCCC3C2c2ccc3c(c2)OCO3)c(C)c1 (configuration not stated)	92	-9	-5	15	-18	-1	24	95	87

One compound at a time, from the list above. Order of values: H69AR inhibit, S1P2 agonist, LYP act, sEH activator, sEH inh, S1P2 blocker, PostGolgi ctrl, HUVEC inhibit, Fibroblast inh
Profile of CCC(=O)Nc1nc(C)c(C(=O)N2CCCCC2)s1 → 108, -5, -2, x, x, 4, 1, 97, 105
Profile of Cc1ccc(NC(=O)CN2CCC3(O)CCCCC3C2c2ccc3c(c2)OCO3)c(C)c1 (configuration not stated) → 92, -9, -5, 15, -18, -1, 24, 95, 87

Bioassay records as filed in PubChem BioAssay.
